Screens deposited in PubChem by Sanford-Burnham Center for Chemical Genomics.
CXCR6 inh: CXCR6 (human) receptor inhibition. O00574. CHO-K1 PathHunter CXCR6 beta-arrestin, luminescence. 360,000 compounds, 0.36% hits. inhibition, % at 20 µM; in the data active = inhibition above about 34%, passing the limit was not always enough;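 note: antagonist mode with CXCL16 agonist at 10 nM final; 0% = 10 nM CXCL16 with DMSO and 100% = unstimulated wells without agonist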
UBC13 polyUb: inhibitors of human UBC13 polyubiquitin chain formation; P61088; TR-FRET; inhibition, % at 20 µM; 330,000 compounds, 0.47% hits; AID 485273; in the data active = inhibition above about 45%, passing the limit was not always enough
Target sequence (P61088 whole entry, looked up): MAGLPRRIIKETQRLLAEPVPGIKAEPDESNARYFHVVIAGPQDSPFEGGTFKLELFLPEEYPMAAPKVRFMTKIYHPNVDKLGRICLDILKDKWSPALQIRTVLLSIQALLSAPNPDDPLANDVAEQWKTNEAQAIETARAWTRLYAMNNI
EBI2 antag: EBI2 (human) antagonism | P32249 | EBI2 beta-arrestin recruitment, luminescence, 7a,25-OHC stimulated | inhibition, % at 5 µM | 360,000 compounds, 0.81% hits | AID 651636; in the data active = inhibition above about 38%;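 note: enzyme fragment complementation signal reports receptor beta-arrestin coupling in cells; 0% = agonist plus DMSO wells and 100% = wells without agonist; some results beyond the cut were filed as inactive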
Target sequence (P32249 whole entry, looked up, the tested form may be a part): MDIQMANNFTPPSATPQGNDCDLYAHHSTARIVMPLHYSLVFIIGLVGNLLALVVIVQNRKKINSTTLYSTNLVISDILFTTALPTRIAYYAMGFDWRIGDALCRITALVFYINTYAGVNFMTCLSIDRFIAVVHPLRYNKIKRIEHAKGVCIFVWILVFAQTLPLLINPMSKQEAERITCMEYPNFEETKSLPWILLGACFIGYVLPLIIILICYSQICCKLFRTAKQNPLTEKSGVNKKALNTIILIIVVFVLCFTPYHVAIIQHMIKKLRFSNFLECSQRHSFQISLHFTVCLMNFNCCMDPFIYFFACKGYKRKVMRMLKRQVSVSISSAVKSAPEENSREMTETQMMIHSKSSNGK
CCR6 antag: blocks CCL20-driven beta-arrestin recruitment at human CCR6. P51684. AID 493098. 340,000 compounds, 0.49% hits. CHO-K1 CCR6 PathHunter beta-arrestin, luminescence, CCL20-stimulated. inhibition, % at 20 µM;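 active = compounds whose inhibition of the agonist-driven luminescence signal at 20 µM reaches about 50%, limit read from the data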;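 note: cells stimulated with CCL20 at 14 nM final; plate controls were DMSO with CCL20 for no effect and DMSO without agonist for full effect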
Target sequence (P51684 whole entry, looked up): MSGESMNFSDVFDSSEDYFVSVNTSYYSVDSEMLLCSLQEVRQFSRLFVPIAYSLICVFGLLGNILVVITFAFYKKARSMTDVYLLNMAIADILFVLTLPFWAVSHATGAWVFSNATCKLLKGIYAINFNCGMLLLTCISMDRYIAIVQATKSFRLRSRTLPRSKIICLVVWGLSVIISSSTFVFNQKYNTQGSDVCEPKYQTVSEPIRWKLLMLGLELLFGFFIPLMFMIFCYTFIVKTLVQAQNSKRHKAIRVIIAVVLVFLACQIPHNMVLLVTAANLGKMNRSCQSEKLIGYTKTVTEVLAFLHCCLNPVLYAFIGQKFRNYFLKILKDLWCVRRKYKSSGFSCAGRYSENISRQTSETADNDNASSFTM
APJ antag: APJ receptor antagonism; P35414; CHO-K1 APJ beta-arrestin complementation, luminescence; inhibition, % at 20 µM; 330,000 compounds, 0.32% hits;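 active = inhibition above about 40% at 20 µM, limit read from the data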;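 note: cells challenged with 10 nM apelin-13 agonist together with compound; plate controls were apelin-13 plus DMSO wells for no effect and DMSO wells lacking apelin-13 for full effect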
Jurkat NFkB inh: inhibitors of the PMA/ionomycin-induced NF-kB reporter in Jurkat cells; PMA/ionomycin-induced NF-kB luciferase reporter, luminescence; inhibition, % at 4 µM; 330,000 compounds, 0.53% hits; AID 435003; in the data active = inhibition above about 50%
697 NFkB inh: inhibitors of the PMA/ionomycin-induced NF-kB reporter in 697 B cells; inhibition, % at 4 µM; 697 B-cell NF-kB luciferase reporter, 16 h; AID 435022; 330,000 compounds, 0.33% hits; in the data active = inhibition above about 35%
Gli-Sufu block: antagonists of Gli-Sufu signaling; Sufu-KO-LIGHT fibroblasts, Gli luciferase reporter luminescence; inhibition, % at 5 µM; 340,000 compounds, 0.74% hits; AID 588413;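 active = inhibition above about 55%, limit read from the data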;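 note: 0% = DMSO-treated cells and 100% = wells with medium but no cells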
* marks the source's active call; other numbers are inactive results; x = no result given.

Each structure is followed by: CXCR6 inh	UBC13 polyUb	EBI2 antag	CCR6 antag	APJ antag	Jurkat NFkB inh	697 NFkB inh	Gli-Sufu block
COc1ccccc1NC1SC(=O)N(c2ccccc2)C1=O (stereo unspecified)
  0	-9	2	16	16	-17	-14	-6
CCCCNS(=O)(=O)c1ccc(NC(=O)C2CCCO2)cc1 (stereo unspecified)
  7	6	-6	-24	6	-1	15	7
CC(=O)NCCc1ccc(C(=O)COC(=O)c2cccn2C)cc1
  2	3	-3	-9	1	-60	-10	1
COc1cccc(CN2CCN(C(=O)c3cc(-c4ccncc4)nc4ccc(C)cc34)CC2)c1
  3	-10	-16	11	-3	3	7	21
COc1ccccc1Nc1cc(C(=O)N2CCc3ccccc3C2)c2ccccc2n1
  x	-1	x	x	7	-8	-1	x
CS(=O)(=O)N(CC(=O)Nc1ccccc1-c1ccccc1)c1ccccc1
  2	6	9	7	6	14	0	5
CC1CCC(CN2C(Nc3ccccc3)=NC[C@@H]2Cc2ccccc2)CC1 (stereo partly specified)
  0	23	-2	10	10	-3	-25	19
COC(=O)c1cccc(NC2CC(=O)N(c3ccc(OC)c(OC)c3)C2=O)c1 (stereo unspecified)
  4	8	-2	3	-5	-1	18	-1
COc1ccc(/C=C2\CCC(C3CCCC3)C2=O)cc1Cn1nc(C)cc1C (stereo unspecified)
  13	4	4	3	0	2	2	1
Cc1nc2sccn2c(=O)c1S(=O)(=O)NCc1ccccc1Cl
  -3	5	4	18	-25	7	8	3
COc1ccc(CC2CCOC2=O)cc1 (stereo unspecified)
  5	-4	-14	-7	-23	1	-9	-1
CCN(CC)S(=O)(=O)c1cccc(C(=O)N[C@H](C(=O)NCc2ccccc2F)C(C)C)c1
  9	-8	2	12	13	-8	-6	6
CC(C)CC(NC(=O)C1CCCCC1)C(=O)NC(C)c1ccccc1 (stereo unspecified)
  -6	-2	-14	7	3	-10	1	26
COc1ccccc1S(=O)(=O)Cc1ccc(C(=O)NCCN(C)C)o1
  -1	5	-5	-10	-63	-7	0	2
C[C@@H]1CC=C[C@H]2[C@H]1C(=O)N(Cc1ccccc1)[C@H]2c1ccc2ccccc2c1/C=C/c1ccccc1
  12	-1	11	3	8	-9	19	-3
Cn1c(-c2ccc(F)cc2)cnc1NCc1ccc(C#N)cc1
  7	-2	2	26	25	3	-4	-2
Cc1ccc(NC(=O)CN2CCOCC2)c(Br)c1
  -9	3	3	0	-14	-16	-2	-12
CC(Oc1cccc(Cl)c1)C(=O)Nc1ccncc1 (stereo unspecified)
  -3	6	7	6	-5	8	14	-1
O=C(CCc1ccccc1)NC1CCSC1=O (stereo unspecified)
  -4	-5	5	13	18	14	14	0
N=c1c[n+](N2CCOCC2)[n-]o1
  -1	6	-4	-6	-1	13	-6	-4
COc1ccc(/C=C/C(=O)C(C(N)=O)=C2SCCS2)cc1
  9	-6	-7	7	2	-21	-16	-7
COC(=O)c1ccc(CNC(=O)C2CCC(=O)N(Cc3ccccn3)C2)cc1 (stereo unspecified)
  -3	-4	-16	1	2	-10	-1	-22
COC(=O)c1nc(NC(=O)c2cc(OC)c(OC)c(OC)c2)n[nH]1
  11	8	-4	19	-14	10	-8	11
O=C(Nc1ccccn1)c1cccc(S(=O)(=O)N2CCOCC2)c1
  -4	1	-5	-6	3	-7	21	13
CC(=O)c1sc(-c2ccc(Cl)cc2)cc1N
  -5	12	-7	-3	-8	-3	-9	-9
O=C(CSc1nc2ccccc2c(=O)n1-c1ccc(F)cc1F)Nc1ccc2c(c1)CCC2
  13	3	11	4	4	-17	4	-7
N#Cc1cnc(NCc2ccc(Cl)cc2Cl)nc1
  2	3	0	2	18	17	10	8
O=C(Nc1cc(-c2nc3ncccc3o2)ccc1Cl)c1ccc2c(c1)OCO2
  1	-2	-24	-6	-8	-6	1	-5
CC(C)C(=O)NNC(=O)C1CC1(c1ccccc1)c1ccccc1 (stereo unspecified)
  0	0	14	11	7	0	1	-4
C[C@H]1CN([C@@H](C)CO)C(=O)c2cc(NC(=O)CCN3CCOCC3)ccc2O[C@H]1CN(C)C(=O)Nc1ccc(F)cc1
  -2	6	-5	3	-7	-11	-1	2
O=C(C1CC1)N1CCc2cc(Br)cc(S(=O)(=O)N3CCOCC3)c21
  2	x	-20	-7	x	x	x	6
CCn1cnc2sc(C(=O)N(Cc3ccc(N(C)C)cc3)Cc3ccco3)c(C)c2c1=O
  0	-5	4	4	2	2	7	0
CS(=O)(=O)Nc1cccc(C2=NN(C(=O)c3ccccc3)C(c3cccs3)C2)c1 (stereo unspecified)
  5	7	-4	6	-8	-5	0	26
O=S1(=O)N=C2CCCCCN2C(c2ccc(Br)cc2)N1 (stereo unspecified)
  2	7	-7	-2	6	-3	15	-1
COCCN1C(=O)C(=O)/C(=C(/O)c2ccc(S(=O)(=O)N3CCOCC3)cc2)C1c1ccc(OC)c(OC)c1 (stereo unspecified)
  -2	-1	6	14	12	5	23	-4
CC(C)[C@@H](CO)N(C)S(=O)(=O)c1ccccc1Br
  -5	x	-10	19	x	x	18	1
CCOC(=O)c1c(NC(=S)NC)sc2c1CC(C)(C)SC2
  8	-14	-5	22	-11	-3	6	-5
COC(=O)c1ccc(NC(=O)CSc2nnc(-c3cccnc3)o2)cc1
  2	-2	5	9	4	1	3	-11
CCOc1ccc(-c2nc(-c3ccc(OC)cc3)no2)cc1OCC
  -6	2	23	-5	10	4	1	2
c1ccc(SCc2cn(C[C@H]3CC[C@@H]([C@@H]4CC[C@H](Cn5cc(CSc6ccccc6)nn5)O4)O3)nn2)cc1
  -2	8	7	-5	9	12	5	5
CCC(c1nnc(SCC(=O)Nc2ccc(N3CCOCC3)cc2)n1Cc1ccccc1)N(C)C (stereo unspecified)
  0	-8	-3	10	4	2	-42	4
O=C(NCC(=O)N1CCN(c2ccccc2O)CC1)C1CCCCC1
  2	-3	-3	3	0	2	6	-10
O=C(NCc1ccncc1)C(=O)NCC1OCCCN1S(=O)(=O)c1ccc(F)cc1 (stereo unspecified)
  -22	-2	5	-15	-3	20	-9	-3
O=C(COC(=O)c1ccccc1C(=O)c1ccccc1)NCCc1ccccc1
  10	7	-14	19	7	2	-8	-2
O=C(NCc1cccnc1)c1ccc(Br)s1
  0	16	6	13	3	9	5	2
COc1ccc(C)cc1NC(=O)C(OC(=O)c1cnc(C)cn1)c1ccccc1 (stereo unspecified)
  12	7	9	5	-21	-3	-6	-4
Clc1ccc(-c2cc(-c3ccccn3)on2)c(Cl)c1
  9	5	20	6	5	-96	-208	5
Cc1cc(C)c(-c2csc(NC(=O)C3=COCCO3)n2)c(C)c1
  4	2	3	20	4	7	-14	12
Cn1c(CNC(=O)c2ccc(F)cc2)cc2ccccc21
  2	6	-8	8	15	2	7	-1
Cc1c(N)cccc1-n1cnnn1
  -8	20	0	4	-20	8	14	2
O=C(CSc1nnc(-c2cccs2)o1)OCc1ccccc1
  3	1	1	-4	4	13	1	-32
CCn1cc(C(=O)NC2CCCC2)c(=O)c2cc(S(=O)(=O)N3CCOCC3)ccc21
  1	x	2	3	x	x	x	20
CCn1c(CN2CCOCC2)nnc1SCC(=O)Nc1ccc(C(C)=O)cc1
  -10	2	-8	0	-2	13	11	-1
COc1ccccc1C(=O)NC(=O)COC(=O)CCOc1ccccc1C
  4	-2	10	9	-18	13	16	2
COCC(=O)Oc1c(Sc2ccccc2[N+](=O)[O-])c(C)nn1C(C)(C)C
  4	-7	3	9	3	-11	5	14
CCC1CN(C(=O)N2CCC(C(=O)NCCc3ccccc3)CC2)c2ccccc2O1 (stereo unspecified)
  -3	0	7	21	17	9	5	11
COc1ccccc1-n1cnc2cc(C(=O)NC3CCCC3)ccc21
  -9	14	8	6	16	8	13	1
CC1=NN=C(c2ccccc2)C(c2c[nH]c3ccccc23)N1O (stereo unspecified)
  0	1	-14	10	15	-14	-14	-6
CC(C)=CC(=O)N1CC[C@@H](N2CCN(c3ccccc3F)CC2)[C@H](O)C1
  -4	3	6	10	-9	-8	5	-16
Cc1cccc(Nc2nc(Cl)ncc2F)c1C
  4	3	-9	12	23	-12	10	-16

Arranged by value in 697 NFkB inh (highest first): some entries from above.
SMILES | CXCR6 inh | UBC13 polyUb | EBI2 antag | CCR6 antag | APJ antag | Jurkat NFkB inh | 697 NFkB inh
Cc1c(N)cccc1-n1cnnn1 | -8 | 20 | 0 | 4 | -20 | 8 | 14
Cc1cccc(Nc2nc(Cl)ncc2F)c1C | 4 | 3 | -9 | 12 | 23 | -12 | 10
CCC1CN(C(=O)N2CCC(C(=O)NCCc3ccccc3)CC2)c2ccccc2O1 (stereo unspecified) | -3 | 0 | 7 | 21 | 17 | 9 | 5
Cc1cc(C)c(-c2csc(NC(=O)C3=COCCO3)n2)c(C)c1 | 4 | 2 | 3 | 20 | 4 | 7 | -14
Clc1ccc(-c2cc(-c3ccccn3)on2)c(Cl)c1 | 9 | 5 | 20 | 6 | 5 | -96 | -208

Random excerpt: two records from the list, in no set order.
Each structure is followed by: CXCR6 inh	UBC13 polyUb	EBI2 antag	CCR6 antag	APJ antag	Jurkat NFkB inh	697 NFkB inh	Gli-Sufu block
Cc1cc(C)c(-c2csc(NC(=O)C3=COCCO3)n2)c(C)c1
  4	2	3	20	4	7	-14	12
CCCCNS(=O)(=O)c1ccc(NC(=O)C2CCCO2)cc1 (stereo unspecified)
  7	6	-6	-24	6	-1	15	7

(next part)
Each structure is followed by: CXCR6 inh	UBC13 polyUb	EBI2 antag	CCR6 antag	APJ antag	Jurkat NFkB inh	697 NFkB inh	Gli-Sufu block
CC(C)NC(=O)COC(=O)c1cccc(NS(=O)(=O)/C=C/c2ccccc2)c1
  -6	1	-7	8	0	0	0	-2
Cc1ccc(NC(=O)CN2C(=O)NC(C)(CCc3ccccc3)C2=O)cc1 (stereo unspecified)
  5	-16	8	9	-18	-5	0	32
O=C(CN1C(=O)C2C3C=CC(C3)C2C1=O)NCc1ccc2c(c1)OCO2 (stereo unspecified)
  -2	-3	-5	-2	-1	9	15	-15
CN(Cc1ccon1)C(=O)CC1C(=O)NCCN1Cc1cccc(F)c1F (stereo unspecified)
  1	2	-10	12	20	-1	7	-3
COc1ccc(OCc2cccc(C(=O)Nn3cc([N+](=O)[O-])cn3)c2)cc1
  1	4	-4	8	23	-11	93*	-176
COC(=O)CCC(=O)OC1(C)C(=O)C=C2C=C(C3CC3)N(CCc3c[nH]c4ccccc34)C=C2C1=O (stereo unspecified)
  -27	-31	-28	-6	-36	11	0	-1
Cc1ccc(NNC(=O)c2c(F)cccc2Cl)cc1Cl
  0	0	15	12	14	7	22	1
CCc1nnc(NC(=O)CSc2nnc(COc3ccc(C)cc3)n2-c2ccccc2)s1
  4	7	6	-2	-3	-11	-2	13
